SKN-1 block = suppressors of acrylamide-induced Pgst-4::GFP reporter in worms, primary screen, SKN-1 inhibitor project, whole organism, uHTS, GFP/RFP fluorescence ratio, strain VP596; C. elegans VP596 Pgst-4::GFP/RFP ratio, 24 h; actives 0.49% (n = 360,000); inhibition, % at 21.8 µM; AID 624304, 2012;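 active = interference check ratio from 0.5 to 1.5 plus GFP to RFP signal ratio inhibition reaching or exceeding a fixed threshold, cut at about 30% in these data, passing the limit was not always enough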; note: some compounds called inactive have numbers as strong as hits
FAS-TE inh = FAS thioesterase domain inhibitors, primary screen, biochemical, fluorescence intensity, uHTS | Fatty acid synthase (Homo sapiens), P49327 | recombinant FAS-TE, OMFH fluorogenic substrate, fluorescence endpoint | inhibition, % at 15 µM | actives 0.67% (n = 360,000) | AID 602261, 2012;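 active = compounds whose normalised, plate-corrected inhibition of enzyme fluorescence in the single-dose primary screen is 50% or more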;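 note: 0% = DMSO with enzyme and 100% = substrate without enzyme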
Target sequence (P49327 whole entry, looked up, the tested form may be a part): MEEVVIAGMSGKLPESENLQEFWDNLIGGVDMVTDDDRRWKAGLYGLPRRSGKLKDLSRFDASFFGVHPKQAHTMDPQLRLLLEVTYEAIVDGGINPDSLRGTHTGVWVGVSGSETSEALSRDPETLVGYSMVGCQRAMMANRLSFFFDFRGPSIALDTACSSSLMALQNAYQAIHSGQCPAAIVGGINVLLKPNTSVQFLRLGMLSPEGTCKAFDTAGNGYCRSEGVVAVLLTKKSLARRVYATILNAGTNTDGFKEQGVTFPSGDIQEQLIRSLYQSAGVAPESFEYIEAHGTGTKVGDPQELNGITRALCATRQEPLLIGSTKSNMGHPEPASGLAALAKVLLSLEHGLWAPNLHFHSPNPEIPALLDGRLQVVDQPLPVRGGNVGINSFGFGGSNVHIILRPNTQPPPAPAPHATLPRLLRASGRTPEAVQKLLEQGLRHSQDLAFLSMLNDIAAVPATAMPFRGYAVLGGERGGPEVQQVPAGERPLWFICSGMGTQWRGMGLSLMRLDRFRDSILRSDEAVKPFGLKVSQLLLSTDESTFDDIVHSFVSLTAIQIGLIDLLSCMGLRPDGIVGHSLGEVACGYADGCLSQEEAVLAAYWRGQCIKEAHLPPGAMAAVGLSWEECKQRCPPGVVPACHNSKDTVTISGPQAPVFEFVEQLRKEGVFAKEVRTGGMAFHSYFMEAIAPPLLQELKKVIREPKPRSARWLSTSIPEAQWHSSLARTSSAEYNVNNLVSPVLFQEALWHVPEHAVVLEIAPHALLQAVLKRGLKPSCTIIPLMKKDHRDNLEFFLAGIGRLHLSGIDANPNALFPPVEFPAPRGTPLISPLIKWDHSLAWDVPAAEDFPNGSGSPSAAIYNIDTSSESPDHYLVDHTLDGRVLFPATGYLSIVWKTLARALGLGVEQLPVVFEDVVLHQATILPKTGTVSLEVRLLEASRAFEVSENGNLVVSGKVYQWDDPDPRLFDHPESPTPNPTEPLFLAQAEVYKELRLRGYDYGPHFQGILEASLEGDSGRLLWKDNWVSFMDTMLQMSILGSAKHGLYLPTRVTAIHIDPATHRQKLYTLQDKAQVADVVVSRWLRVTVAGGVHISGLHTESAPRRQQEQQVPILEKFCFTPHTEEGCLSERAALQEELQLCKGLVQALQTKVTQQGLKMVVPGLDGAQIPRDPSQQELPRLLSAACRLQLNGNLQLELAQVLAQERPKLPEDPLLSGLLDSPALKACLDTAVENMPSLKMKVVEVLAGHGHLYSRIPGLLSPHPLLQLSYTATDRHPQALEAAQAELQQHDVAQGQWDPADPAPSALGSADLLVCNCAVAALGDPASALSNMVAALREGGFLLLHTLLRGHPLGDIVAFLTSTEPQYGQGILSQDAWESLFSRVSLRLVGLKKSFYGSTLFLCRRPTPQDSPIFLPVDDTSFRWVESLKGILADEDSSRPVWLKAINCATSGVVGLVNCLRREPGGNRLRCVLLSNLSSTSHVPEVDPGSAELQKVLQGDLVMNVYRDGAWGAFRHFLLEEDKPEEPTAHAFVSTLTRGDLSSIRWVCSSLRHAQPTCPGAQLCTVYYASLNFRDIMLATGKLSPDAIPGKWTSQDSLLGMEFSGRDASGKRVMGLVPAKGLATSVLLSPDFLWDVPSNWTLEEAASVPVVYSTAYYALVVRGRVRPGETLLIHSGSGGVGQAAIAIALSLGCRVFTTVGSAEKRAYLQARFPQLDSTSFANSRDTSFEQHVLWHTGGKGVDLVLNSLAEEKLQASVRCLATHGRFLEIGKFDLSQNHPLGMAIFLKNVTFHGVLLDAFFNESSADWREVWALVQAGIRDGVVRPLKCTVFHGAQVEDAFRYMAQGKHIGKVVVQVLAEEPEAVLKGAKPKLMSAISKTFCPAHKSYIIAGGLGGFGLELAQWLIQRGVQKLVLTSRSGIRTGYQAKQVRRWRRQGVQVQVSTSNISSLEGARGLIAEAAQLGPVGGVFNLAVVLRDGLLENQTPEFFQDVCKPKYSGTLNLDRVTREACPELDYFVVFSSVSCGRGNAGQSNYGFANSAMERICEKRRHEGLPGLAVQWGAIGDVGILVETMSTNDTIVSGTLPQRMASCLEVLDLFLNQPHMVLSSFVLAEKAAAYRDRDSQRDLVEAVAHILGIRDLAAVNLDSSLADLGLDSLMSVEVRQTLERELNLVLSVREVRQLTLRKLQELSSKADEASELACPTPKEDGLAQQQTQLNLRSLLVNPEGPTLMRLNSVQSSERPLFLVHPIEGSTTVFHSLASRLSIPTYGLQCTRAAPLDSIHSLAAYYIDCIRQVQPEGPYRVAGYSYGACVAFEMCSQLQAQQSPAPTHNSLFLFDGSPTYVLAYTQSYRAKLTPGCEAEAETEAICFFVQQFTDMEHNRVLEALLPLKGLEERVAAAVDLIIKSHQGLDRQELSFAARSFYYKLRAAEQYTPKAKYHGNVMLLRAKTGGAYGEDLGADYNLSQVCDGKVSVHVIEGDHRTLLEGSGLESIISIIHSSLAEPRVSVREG
NRP1-CendR mod = modulators of CendR peptide binding to NRP-1, primary screen, biochemical, fluorescence polarization, uHTS; actives 0.85% (n = 360,000); inhibition, % at 25 µM; FAM-RPARPAR peptide binding to NRP-1;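 active = inhibition or corrected inhibition above about 18%, plus a signal ratio from 0.5 to 1.5, limit read from the data, passing the limit was not always enough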; note: strong numbers were not always called active
MT1-MMP act inh = blockers of MT1-MMP proenzyme processing, primary screen, HT1080 RFP-PRO-GFP cells, GFP/RFP fluorescence; Matrix metalloproteinase-14 (Homo sapiens), P50281; GFP/RFP ratio fluorescence, overnight; percent of plate control window, DMSO zero; GFP/RFP ratio change, % at 20 µM; actives 0.061% (n = 360,000); AID 651647, 2012;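 active = GFP/RFP ratio change of at least 30% with cell ATP level not reduced by more than half and red fluorescence within 50% of control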; note: strong numbers were not always called active
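Assay system: HT1080 cells carrying an RFP-PRO-GFP reporter | Dosing: Single dose of 20 µM compound, 1% DMSO final | Incubation: Cells overnight before dosing, compound overnight, 37 °C, 5% CO2 | Evaluation: GFP/RFP fluorescence ratio | Control set: DMSO and RFP-L50D-GFP cell wells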
Rin1-Abl PPI inh = inhibitors of Rin1-Abl protein binding, primary screen, biochemical, TR-FRET; inhibition, % at 7.35 µM; AID 588664, 2011; Tyrosine-protein kinase ABL1 (Homo sapiens) + Ras and Rab interactor 1 (Homo sapiens), …; actives 0.4% (n = 360,000); in the data active = inhibition above about 5%, passing the limit was not always enough
Neddylation inh = inhibitors of cullin neddylation, primary screen, biochemical, TR-FRET, uHTS, NAE and Ubc12 | calls only at 25 µM | actives 0.58% (n = 360,000) | AID 651699, 2012; in the data active = inhibition above about 36%
E coli Lon inh = inhibitors of E. coli Lon protease, primary screen, biochemical, fluorescence polarization; purified E. coli Lon protease; inhibition, % at 7.94 µM; actives 0.42% (n = 360,000); P0A9M0; in the data active = inhibition above about 13%, passing the limit was not always enough;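 note: 0% = enzyme with probe and DMSO and 100% = no enzyme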
bovine MsrA act = bovine MsrA enzyme activators, primary screen, biochemical, absorbance, HTS; Methionine sulfoxide reductase A (Bos taurus); purified bovine MsrA, absorbance read-out; activation, % at 10.6 µM; actives 0.3% (n = 360,000); in the data active = activation above about 7.5%;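 note: 0% = vehicle and 100% = reference activator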
MsrA inhibitor = bovine MsrA enzyme inhibitors, primary screen, biochemical, absorbance, HTS; Methionine sulfoxide reductase A (Bos taurus); purified bovine MsrA, absorbance read-out; inhibition, % at 15.5 µM; actives 0.75% (n = 360,000); AID 651718, 2012; in the data active = inhibition above about 4.5%;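 note: 0% = vehicle wells with enzyme and 100% = reference inhibitor wells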
* = called active by the depositor; i = inactive; . = not tested or not shown; + = active, no number. The order is random; 4.2% or so of the library scored in one or more.

SMILES	SKN-1 block	FAS-TE inh	NRP1-CendR mod	MT1-MMP act inh	Rin1-Abl PPI inh	Neddylation inh	E coli Lon inh	bovine MsrA act	MsrA inhibitor
O=C(CSc1nc2cc(Cl)ccc2s1)Nc1cccc(S(=O)(=O)N2CCOCC2)c1	16	32	-4	8	-1	i	-3	-4	-0.2
Cc1c(Cl)cccc1NC(=O)CCN1CCN(C)CC1	6	-2	3	-4	4	i	-13	-2	0.4
CCOc1cc(C)c(Cl)cc1S(=O)(=O)n1cnc2ccccc21	1	12	2	-4	-5	i	-7	-11	0.3
CC1CCc2nc3ccccc3c(C(=O)OCC(=O)N(C)C3CCS(=O)(=O)C3)c2C1 (configuration not stated)	-1	-2	-14	-7	-7	i	1	0	0.9
COc1ccc(C(=O)NCC(c2ccccc2)N2CCCC2)cc1S(=O)(=O)N1CCOCC1 (configuration not stated)	-8	-5	8	4	0	i	5	-10	-0.5
O=c1[nH]c(C2CCN(S(=O)(=O)c3ccc(S(=O)(=O)NC4CC4)cc3)CC2)nc2c1nnn2Cc1ccccc1	-4	-75	-2	2	3	i	4	-2	0.0
Cc1ccc(-c2noc(C3CCCN(C(=O)c4ccccc4Br)C3)n2)o1 (configuration not stated)	-11	-15	-10	-6	4	i	3	-2	-1.1
COc1ccccc1NC(=S)NC(=O)Cc1ccc(Cl)cc1	9	-2	5	-8	2	i	-4	2	-0.6
CCCCC1=CC2=CC(=O)C(C)(OC(=O)CC)C(=O)C2=CN1CCc1ccc(Br)cc1 (configuration not stated)	9	23	25	1	4	i	-7	-2	0.1
CCCn1c(=NC(=O)c2ccncc2)c(C#N)cc2c(=O)n3cccc(C)c3nc21	-12	-8	-7	0	0	i	0	-4	.
Cc1c(Cl)c([N+](=O)[O-])nn1CCCC(=O)Nc1cccc(Cl)c1	4	51*	-6	20	4	i	-13	-4	0.0
N#Cc1nc(-c2ccco2)oc1NCCN1CCOCC1	11	-7	-1	4	2	+	12	-3	3.2
Cc1ccc(S(=O)(=O)N(CC(=O)NCc2ccccn2)c2ccc(Cl)cc2)cc1	-8	0	16	-2	1	i	-1	-1	-1.8
O=C(CCCOc1ccccc1)Nc1cccc([N+](=O)[O-])c1	1	44	19	6	5	i	2	-3	0.5
CN(C)c1nc(OCCNC(=O)COc2ccccc2Cl)nc(N(C)C)n1	2	-4	-2	5	-1	i	-3	-11	-1.1
Cn1cc(CN2CCc3c([nH]c4ccccc34)C2C2CCCCC2)cn1 (configuration not stated)	4	0	0	3	1	i	1	-1	2.0
CCOC(=O)c1ccc(NC(=O)c2cn(-c3ccccc3)nc2-c2ccncc2)cc1	-2	16	2	-1	-2	i	-1	-3	-0.2
Cc1cccc(N(C)C(=O)COc2cc(=O)n(C)c3ccccc23)c1	4	-7	-5	5	2	i	5	-1	0.4
CCOc1ccc(CCN2C(=O)c3ccc(C(=O)O)cc3C2=O)cc1OCC	2	-4	-3	0	-1	i	6	0	-0.9
Cn1c(=O)oc2cc(S(=O)(=O)N3CCC(C(=O)NCc4ccccc4)CC3)ccc21	-5	-6	6	-1	0	i	-5	-7	0.2
Cc1cccc(N2CCN(CC(=O)Nc3ccc(-n4cnnn4)cc3)CC2)c1C	-20	-3	6	2	2	i	-1	-3	0.3
NC(=O)CC(NC(=O)c1ccc(Br)cc1)c1ccc(NCc2ccc(F)c(F)c2)c([N+](=O)[O-])c1 (configuration not stated)	-4	9	-14	6	4	i	-30	-5	1.2
O=C(Cn1ccc2ccccc2c1=O)NCCC(=O)N1CCCCC1	12	-6	8	1	3	i	2	-4	-1.3
C#CCn1c(=NC(=O)CSCC(=O)N2CCOCC2)sc2ccccc21	11	-10	8	-1	-2	i	-4	0	0.6
Cn1nnc2cc(C(=O)NCc3ccco3)ccc21	12	-3	-3	4	-3	i	-12	-2	1.3
Cc1noc(C)c1-c1nc(CSc2ccc(Cl)cc2)no1	2	29	-5	-2	-1	i	-4	0	0.1
O=C(NCc1nnc2c(C(F)(F)F)cc(Cl)cn12)c1ccc2c(c1)OCO2	1	25	4	4	6	i	0	0	-1.2
O=C(CCn1cnnn1)Nc1ccccc1F	3	-2	-3	-2	2	i	-4	0	-1.2
Cc1csc(NC(C)c2nc3cc(C(F)(F)F)ccc3n2CCOCCO)n1 (configuration not stated)	9	-6	33*	2	2	i	-13	-4	1.6
CCCn1nnc(NC(=S)NC(=O)c2cccs2)n1	8	-12	4	3	-1	i	-3	-1	-0.5
CC(C)(C)C1CCc2c(sc(NC(=O)C3CC=CCC3C(=O)O)c2C#N)C1 (configuration not stated)	10	-1	-20	2	0	i	1	-2	-0.9
O=C(N/N=C/c1cccnc1)C(O)(c1ccccc1)c1ccccc1	-22	-9	-1	-4	2	i	-4	-4	0.1
O=C1Nc2c(Cl)cc(Cl)cc2C1=O	6	-9	7	-4	0	i	-4	11*	0.1
CN=C1S/C(=C\c2ccc(OCC(=O)OC)c(OC)c2)C(=O)N1C	20	-3	-3	-1	-6	i	-6	-2	3.6
CCCCNC(=S)N(C)/N=C/c1ccc2c(c1)OCO2	9	53*	-6	-1	-2	i	-3	-9	3.9
Nc1ccccc1CNc1nc(NCCO)nc2c1ncn2CCN1CCOCC1	5	0	6	4	3	i	-38	-1	0.2
Cc1ccc(C)c(NS(=O)(=O)c2cc(C(N)=O)ccc2C)c1	6	-2	-9	5	4	i	-4	-3	-0.3
COc1cccc(CNC(=O)Cn2ccc3cc(S(=O)(=O)N4CCC(C)CC4)ccc32)c1	4	10	21	2	1	i	4	-3	0.1
COc1ccc(NC(=O)CSc2ncnc3[nH]ncc23)cc1	-3	-6	13	2	0	i	-14	-4	0.0
C[C@H](CO)N1C[C@H](C)[C@@H](CN(C)C(=O)NC2CCCCC2)Oc2ccc(NC(=O)c3ccncc3)cc2C1=O	5	-9	4	2	0	i	0	-1	0.6
CC(=O)c1c(C)oc2ccc(N(C(C)=O)S(=O)(=O)c3ccc(Cl)c([N+](=O)[O-])c3)cc12	3	42	18	6	3	i	-6	-4	0.3
CCOc1ccc(NC(=O)CN2CCN(CC(=O)Nc3ccc(N(C)C)cc3)CC2)cc1	4	-5	-6	3	0	i	2	-2	-1.1
Cc1ccc(C)c(C(=O)c2c(C)nc3sccn23)c1	-19	-5	8	-5	-2	i	-6	-5	0.7
CC(C)C[C@@H](CN)NC(=O)c1nc[nH]c1C(=O)N[C@@H](Cc1c[nH]c2ccccc12)C(=O)CNC[C@H](C)NC(=O)c1nc[nH]c1C(=O)N[C@@H](CC(=O)O)C(=O)O	-4	-11	-16	3	1	i	-5	-13	0.2
Cc1nc2c(-c3ccc(F)cc3)c(C)nn2c(C)c1CCC(=O)Nc1ccc(F)cc1F	-2	-7	8	1	3	i	5	-13	0.8

Quoted from the entries so far (four entries):
SMILES	SKN-1 block	FAS-TE inh	NRP1-CendR mod	MT1-MMP act inh	Rin1-Abl PPI inh	Neddylation inh	E coli Lon inh	bovine MsrA act	MsrA inhibitor
COc1ccc(NC(=O)CSc2ncnc3[nH]ncc23)cc1	-3	-6	13	2	0	i	-14	-4	0.0
C[C@H](CO)N1C[C@H](C)[C@@H](CN(C)C(=O)NC2CCCCC2)Oc2ccc(NC(=O)c3ccncc3)cc2C1=O	5	-9	4	2	0	i	0	-1	0.6
CC(=O)c1c(C)oc2ccc(N(C(C)=O)S(=O)(=O)c3ccc(Cl)c([N+](=O)[O-])c3)cc12	3	42	18	6	3	i	-6	-4	0.3
CCOc1ccc(NC(=O)CN2CCN(CC(=O)Nc3ccc(N(C)C)cc3)CC2)cc1	4	-5	-6	3	0	i	2	-2	-1.1

Carrying on:
SMILES	SKN-1 block	FAS-TE inh	NRP1-CendR mod	MT1-MMP act inh	Rin1-Abl PPI inh	Neddylation inh	E coli Lon inh	bovine MsrA act	MsrA inhibitor
CCOC(=O)C1CCCN(S(=O)(=O)c2ccc(NC(C)=O)cc2)C1 (configuration not stated)	7	-2	-4	2	4	i	-5	-2	-1.3
Cc1ccc(-n2cnc3c(=O)[nH]cnc32)cc1[N+](=O)[O-]	4	-6	16	0	2	i	4	-3	0.1
COc1ccc(S(=O)(=O)NC(=O)C2(C)CCN2C(=O)COc2ccc(Cl)cc2)cc1 (configuration not stated)	9	-17	13	0	-3	i	-7	-3	0.3
COc1ccccc1Oc1coc2c(CN3CCOCC3)c(O)ccc2c1=O	5	-3	9	-2	-4	.	3	-3	3.3
O=c1[nH]c(=S)n(-c2cccc(Cl)c2)c(O)c1/C=N/N1CCOCC1	5	-4	-11	-5	-1	i	-4	-5	1.5
CN1C(=O)c2ccccc2N(C)C1c1ccc(F)cc1 (configuration not stated)	22	-4	17	1	-3	.	-9	-2	1.2
CC(C)NC(=O)COC(=O)c1ccc(O)cc1	1	-6	-6	7	0	i	-2	-2	1.8
CCN1CCCC1CNC(=O)c1ccc(CS(=O)(=O)c2ccccc2C)o1 (configuration not stated)	4	2	4	3	1	i	4	1	0.5
O=C(Nc1ccccc1N1CCCC1)c1cccc(-c2cc3ccccc3oc2=O)c1	1	31	-5	2	2	i	-7	-3	3.5
COc1cc(Nc2nc3c(N)cc(C(F)(F)F)cc3nc2-c2ccccc2)cc(OC)c1OC	5	18	-23	-4	4	i	-14	2	-0.6
O=C(Nc1nnc(-c2ccncc2)o1)c1ccccc1F	-5	-3	10	2	1	i	6	-1	-0.5
CC(NC(=O)c1ccccc1)C(=O)N/N=C/c1ccc(O)cc1 (configuration not stated)	3	-7	6	7	-4	i	-7	-5	0.7
COc1ccc(NS(=O)(=O)c2cc(NC(=O)/C=C/c3cc(OC)c(OC)c(OC)c3)ccc2N2CCCCC2)cc1	11	51*	-4	2	-1	i	8	-4	3.2
Cc1cc(C(N)=O)c2cc(Br)ccc2n1	-5	-9	-9	-2	1	i	-6	-2	0.1
CCC(O)(CC)C(=O)NN(C(=O)Nc1csc2c1CCCC2)c1ccccc1	10	-7	14	-2	3	i	-3	-2	0.6
COc1cc2nc(COc3ccccc3[N+](=O)[O-])oc(=O)c2cc1OC	-9	-4	5	0	1	i	-5	-3	1.7
O=C(Cc1ccc([N+](=O)[O-])cc1)NCc1ccc2c(c1)OCO2	-6	28	-9	2	0	i	-3	-2	0.4
CCCc1cc(=O)n2[nH]cc(-c3ccc(Cl)cc3)c2n1	-20	13	6	-1	-1	.	0	0	0.3
Cc1cccc(NC(=S)NCCN2CCOCC2)c1	14	-10	-14	2	0	i	0	0	-0.4
COc1ccc(N(CC(=O)NCc2cccs2)S(=O)(=O)c2c(C)n[nH]c2C)cc1	-30	-3	-6	0	4	i	-6	-2	0.1
COC(=O)[C@@H](Cc1ccccc1)N(Cc1ccccc1)S(=O)(=O)N(Cc1ccccc1)[C@H](Cc1ccccc1)C(=O)OC	13	28	4	-4	1	i	4	-3	1.0
Cc1c(N=C2C=CC(=O)c3ccccc32)c(=O)n(-c2ccccc2)n1C	10	-9	38*	-7	-6	i	2	4	-0.4
CC(=O)NC1CC2CCC(C1)N2Cc1ccc(C)cc1 (configuration not stated)	-32	-5	2	4	1	i	-8	-2	2.7
O=C(NCC(=O)N1CCCC(C(F)(F)F)C1)c1ccc2ccccc2c1 (configuration not stated)	-3	5	-9	1	4	i	4	-1	0.7
CCCCNC(=O)Cc1c(O)c2ccccc2[nH]c1=O	-12	-10	-18	0	-3	i	-9	-2	0.8
